# Bioassay records as filed in PubChem BioAssay.
# Chronic BCR inh – chronic active BCR signaling inhibition; 0.05% of 340,000 active; AID 493014; ABC-DLBCL IkBa-CBG/CBR reporter, luminescence ratio, 4 h; Potency, µM (series often up to 46.1 µM), for inactives: at the highest dose ratio change, negative = lower green/red ratio, most hits filed as inhibitors; active means well fitted inhibition curve with a large enough effect in the signal ratio, with a control signal flat, not every such curve was filed as active; inconclusive means small, poorly fitted or top-dose-only effect, or effect the other way, or a change in a side signal; the % refers to the signal ratio;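 further: potency means the concentration at half of the fitted maximal effect; plate controls were basal doxycycline-induced cells for no effect and cells given 10 µM MG132 for full effect; MG132 reads +100%, hits lower the ratio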
#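 Concentration-response series (up to 46 uM) were applied to TMD8 dual-reporter cells for 4 h at 37C with doxycycline. Green/red ratio, after filter-overlap correction, defined %Activity; red signal alone was normalised to basal cells and zero luminescence.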
# Giardia killer – kills Giardia lamblia. Giardia lamblia trophozoite viability. activity change, % at 7.66 µM, hits read low. 0.15% of 340,000 active. AID 540267; in the data active means activity change below about -80%; inconclusive means between about -30% and that limit;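 further: parasites exposed to compound for two days anaerobically before the ATP read; on the % scale 0 is the no-effect control and ±100 the full control effect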
#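 Trophozoites 100 cells/well + cpd; 48 hrs, 37 deg C, anaerobic. ATPLite 1-Step added, 15-30 min RT, luminescence read (ATP-based viability).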
# FBPA coupling cs – coupling enzyme interference in Giardia aldolase counter-screen | coupling enzyme system counterscreen, AmpLite Red fluorescence | activity change, negative = inhibition, % at 58.2 µM, hits read low | 0.67% of 290,000 active; in the data active means activity change below about -30%; further: on the % scale 0 is the no-effect control and ±100 the full control effect
#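 Activity here indicates interference with the coupling reaction, not aldolase inhibition. Compounds at 57.5 uM final met coupling enzymes for 10 min at RT; substrate and AmpLite Red detection followed, with a 525/598 nm fluorescence read after 20 min.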
# KCNH2 WT inh – inhibitors of human wildtype KCNH2 potassium channel. Q12809. U2OS, BacMam KCNH2, thallium flux FluxOr; stronger effect = lower value. activity change, % at 1.84 µM. 0.37% of 340,000 active. AID 720551;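 active means maximum activity change below -70%; inconclusive means maximum activity change between -70% and -50%; inactive means maximum activity change above -50%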; further: on the % scale 0 is the no-effect control and ±100 the full control effect
#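 U2OS cells transduced with wild-type KCNH2 virus are loaded with FluxOr dye for 45 min, and thallium flux is measured in kinetic reads before and after stimulation buffer. Rate constants are normalized to DMSO controls.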
# TSHR antag – blocks TSH signaling through the human TSH receptor; P16473; TSHR-expressing cells, TSH-stimulated cAMP HTRF, 2 h; stronger effect = lower value; activity change, negative = inhibition, % at 11.5 µM; 0.2% of 330,000 active; AID 504810;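 active means activity change below a set negative limit, meaning inhibition stronger than a set level, cut at about -70% in these data; inconclusive means activity change between two set negative limits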; further: on the % scale 0 is the no-effect control and ±100 the full control effect
#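 TSHR-expressing cells were treated with compounds, then stimulated with TSH at EC80 (4nM final) for 2 hours at 37 deg C. Cellular cAMP was measured by HTRF competition between lysate cAMP and cAMP-d2 for a cryptate-labelled anti-cAMP antibody.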
# GALK inh – blocks human galactokinase activity. P51570. Purified GALK, Kinase-Glo residual ATP luminescence. Potency, µM (highest dose often 57.5 µM), for the others: at the top dose activity change, negative = inhibition, actives largely listed as inhibitors. 0.007% of 270,000 active. AID 1868; further: potency means the concentration at half of the fitted maximal effect; on the % scale 0 is the no-effect control and ±100 the full control effect
#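 ATP-depletion format; final 35 uM ATP, 100 uM D-galactose, 5 nM enzyme; pH 8.0 HEPES/Mg2+ buffer; 60 min RT; luminescence read 10 min after detection reagent.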
# Tb PFK inh – inhibitors of T. brucei phosphofructokinase; O15648; T. brucei PFK, ADP-Glo luminescence; 0.17% of 330,000 active; Potency, µM (series often up to 57.5 µM), inactives show at the highest dose activity, negative = inhibition, most hits filed as inhibitors;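 further: potency means the concentration at half of the fitted maximal effect; 0% = uninhibited 1x PFK enzyme wells and -100% = no-enzyme wells; nearly all actives have a fitted effect of over 60% in size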
#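 Luminescent ADP detection (ADP-Glo, two-step: ATP depletion then ADP-to-ATP conversion for luciferase) reported PFK activity after 45 min room-temperature reaction of 1.25 nM enzyme with 0.5 mM F6P and 0.1 mM ATP at pH 8.0.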
# AT treatment – potential ataxia-telangiectasia treatments restoring KAP-1 phosphorylation. […] A-T fibroblasts, KAP-1 phosphorylation AlphaLISA; neocarzinostatin DNA damage 30 min before lysis. 0.19% of 320,000 active. AID 485349. Potency, µM (top dose mostly 57.5 µM), without a hit: top-dose activation, usual class: activators; further: potency means the concentration at half of the fitted maximal effect; % of control where 0% means no effect; nearly all actives have a fitted effect of over 45% in size
#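 hTERT-immortalized A-T patient fibroblasts ([…]), 500 cells/well in OPTI-MEM, 1% FBS, got compounds for 60 min, then NCS for 30 min at 37C. Lysates were then assayed for phospho-KAP-1 by AlphaLISA (anti-pKAP1 donor, anti-KAP1 acceptor beads), 6 hr at 25C.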
# CXXC DNA block – MLL CXXC-DNA interaction inhibition | 0.037% of 290,000 active | MLL-CXXC / FITC-HOXA9 DNA fluorescence polarization | Potency, µM (series often up to 115 µM), for inactives: top-dose activity change, negative = inhibition, usual class: inhibitors; active means well fitted inhibition curve with a large enough effect in the polarisation, with a control signal flat, not every such curve was filed as active; inconclusive means small, poorly fitted or top-dose-only effect, or effect the other way, or a change in a side signal; inactive means no such curve, though single readings can be large or run the other way; the % refers to the polarisation; further: potency means the concentration at half of the fitted maximal effect
#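 Purified MLL-CXXC (added from a 7 uM solution) was preincubated 5 min at ambient with pinned compounds in 50 mM Tris-HCl pH 7.5, 50 mM NaCl, 1 mM DTT, 0.05% BSA. Fluorescein-labeled HOX-A9 DNA (50 nM solution) followed, 30 min, then polarization read.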
# TCR activator – activators of T cell receptors | Potency, µM (top dose mostly 9.22 µM), for inactives: at the top dose activation of IL-2 secretion, hits mostly activators | 330,000 tested, under 10 active | primary human leukocytes, anti-CD3, IL-2 HTRF, 48 h | AID 504894; further: % of control where 0% means no effect
#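 Using a-CD3 beads without co-stimulation, primary human leukocytes were exposed to compounds for 48 hr. An HTRF IL-2 kit measured the cytokine, with europium-to-d2 energy transfer producing emission at 665nm upon 320nm excitation.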
# * hit, by the source's call; i = inactive; ? = inconclusive; / = not tested or not shown; [ ] = another dose, or the depositor's remark. Unless noted, the call rests on the fitted dose curve; in most records, active means well fitted curve in the direction sought with a large enough effect; inconclusive means small, poorly fitted or top-dose-only effect, or another doubt; inactive means no such curve, though single readings can be large; an effect the other way counts as inactive or inconclusive. The order is random. Share with any hit: about 1.6%.
SMILES,Chronic BCR inh,Giardia killer,FBPA coupling cs,KCNH2 WT inh,TSHR antag,GALK inh,Tb PFK inh,AT treatment,CXXC DNA block,TCR activator
O=C(O)CSCC(=O)N1CCc2c([nH]c3ccccc23)C1C(F)(F)F (stereo not given),?,5,1,-15,-2,1%,-11%,-7%,-4%,2%
CCOCCCNC(=O)C(NC(=O)c1ccc(NC(C)=O)cc1)c1ccc(C)cc1 (stereo not given),-4%,59[activator],2,-1,0,/,-1%,-1%,-9%,-3%[46.1 µM]
COc1cc2c(cc1OC)C1O[C@](c3ccsc3)(C2)Oc2cc(C)n(Cc3ccccc3)c(=O)c21,?,/,-3,/,/,/,2%[11.5 µM],0%[11.5 µM],-14%[23 µM],/
COc1ccc(-n2cnc3c(sc4nccc(N(C)C)c43)c2=O)cc1,0%,18,0,-2,0,-2%,-12%,1%,39%[activator],3%
COc1cc2cc3c(N)c(C(=O)Nc4sc(C)c(C)c4C#N)sc3nc2cc1OC,20%,1,-10,-5,-6,0%,?,5%,17%,-147%
CC1(C)NC(=O)N(CC(O)CN2C(=O)CCC2=O)C1=O (stereo not given),0%,5,0,3,9,0%,20%,5%,-3%,-4%
CCOc1ccc(C(C)=O)cc1CN1C(=O)C(=O)N(CC)C1=O,-3%,2,-2,1,1,9%,1%,0%,11%,4%
CCNc1nc(Oc2ccc(OC)cc2)cc(C(F)(F)F)n1,9%,9,0,i,-4,2%,-4%,1%,-12%,4%
C/C(=N\NC(=S)NCCc1ccccc1)c1ccc(Cl)cc1Cl,1%,6,0,1,-26,6%,1%,?,-1%,2%
COc1ccc(NC(=O)Cn2cnc3sc(C)c(S(=O)(=O)N4CCOCC4)c3c2=O)c(OC)c1,1%,17,0,7,-2,8%,4%,-3%,5%,-7%
Cc1ccc(S(=O)(=O)N(C)c2ccc(OCC(=O)O)cc2)cc1,6%,-5,4,-7,-3,2%,1%,-5%,-5%,7%
CCC(C)(C(=O)Nc1ccccc1C)N(C(=O)CNC(C)=O)c1ccc(C)cc1 (stereo not given),4%,7,1,4,0,/,-2%,-1%,3%,0%[46.1 µM]

# Looked up above.
# `CCOCCCNC(=O)C(NC(=O)c1ccc(NC(C)=O)cc1)c1ccc(C)cc1` (stereo not given) | KCNH2 WT inh: -1
# `CCC(C)(C(=O)Nc1ccccc1C)N(C(=O)CNC(C)=O)c1ccc(C)cc1` (stereo not given) | TSHR antag: 0

# Carrying on.
SMILES,Chronic BCR inh,Giardia killer,FBPA coupling cs,KCNH2 WT inh,TSHR antag,GALK inh,Tb PFK inh,AT treatment,CXXC DNA block,TCR activator
CCN(CC)S(=O)(=O)c1ccc(N/N=C/c2cc(OC)c(OC)cc2OC)nc1,?,-4,3,0,-17,-2%,0%,9%,-7%,0%[46.1 µM]
O=C(NC(=S)Nc1ccccc1N1CCCC1)c1cccs1,20%,19,-5,-7,-1,0%,1%,-2%,-1%,11%
N#CC1(NC(=O)COC(=O)CN2C(=O)c3ccccc3C2=O)CCCCC1,1%,25,/,2,-10,/,-1%,-6%,/,-4%
COc1ccc(NC(=O)c2cnc(SC)nc2)cc1,-11%,-17,-1,3,-6,1%,2%,1%,-3%,/
Cc1ccc2cc(CN(CC(C)C)S(=O)(=O)c3cccc4nonc34)c(=O)[nH]c2c1,-12%,0,/,-12,-4,-3%,-2%,3%,?,1%
C/C(=N\NC(=O)c1ccncc1)c1cccc(NC(=O)c2ccc(Cl)s2)c1,-13%,-3,/,13,-5,0%,-2%,6%,2%,-4%
c1coc(-c2nc3c([nH]2)CCc2nonc2-3)c1,?,4,-4,-5,-5,-2%,1%,-2%,-1%,/
COc1cc(C(=O)NC(=S)Nc2ccc3[nH]c(=O)[nH]c3c2)cc(OC)c1OC,-8%,5,1,4,-11,3%,-2%,35%,-7%,2%
COc1ccc2c(c1)C(C)CC(C)(C)N2C(=O)CSc1nc2ccccc2s1 (stereo not given),18%,-4,-1,3,-9,/,1%,13%,10%,-1%
COc1ccc(C(=O)N/C(=C\c2ccc3c(c2)OCO3)C(=O)Nc2cccc(C(=O)O)c2)cc1,0%,-24,13,-4,-6,1%,9%,-5%,17%,6%
CCn1c(/C=C/c2ccccc2)nc2ccccc2c1=O,?,0,1,-14,-17,4%,-9%,4%,4%,-1%
Cc1nc(Cl)c(C(=O)NCCC(C)C)c(C)c1[N+](=O)[O-],0%,-3,0,4,-1,-3%,-1%,14%,-6%,-3%[46.1 µM]

# Limited to TCR activator, Tb PFK inh and AT treatment (2 entries from above):
Structure	TCR activator	Tb PFK inh	AT treatment
O=C(O)CSCC(=O)N1CCc2c([nH]c3ccccc23)C1C(F)(F)F (stereo not given)	2%	-11%	-7%
COc1ccc(-n2cnc3c(sc4nccc(N(C)C)c43)c2=O)cc1	3%	-12%	1%

# (next part)
SMILES,Chronic BCR inh,Giardia killer,FBPA coupling cs,KCNH2 WT inh,TSHR antag,GALK inh,Tb PFK inh,AT treatment,CXXC DNA block,TCR activator
CCOC(=O)C1(CCOc2ccccc2)CCN(C(=O)c2cncs2)CC1,-6%,7,-1,/,1,4%,0%,0%,0%,-3%
COCC(=O)NC(c1ccccc1)c1ccccc1,?,0,0,1,4,-5%,-1%,-1%,5%,-2%
CN(Cc1ccccc1)C(=O)c1nc2ccccn2c1CNCCn1cccn1,?,?,3,6,-5,1%,4%,3%,14%,5%
CCN(CC)S(=O)(=O)c1ccc(C(=O)Nc2ccc3c(c2)OCO3)cc1,15%,14,0,1,3,5%,-5%,-12%,14%,-1%
Nc1cc(N)nc(SCc2nnnn2-c2ccc(Cl)cc2)n1,?,5,-4,10,13,1%,-1%,4%,4%,5%[46.1 µM]
CCOC(=O)/C(=C\Nc1ccccc1C(F)(F)F)Sc1ncc(C(F)(F)F)cc1Cl,4%,-3,-11,-18,-5,-1%,-1%,2%,7%,8%
Cc1cc(C)c2nc(-c3ccccn3)cc(C(=O)NCc3ccco3)c2c1,/,-5,1,-6,/,-4%,/,/,-13%,-3%
COc1ccc(/C=C2\SC(=O)N(CC(=O)Nc3ccc(F)cc3)C2=O)cc1O,-6%,7,0,4,10,6%,1%,8%,-3%,2%
CCN(CC)S(=O)(=O)c1ccc(C(=O)OCn2c(SC)nnc(C)c2=O)cc1,0%,7,3,-17,-2,1%,-3%,10%,0%,-3%[46.1 µM]
Cc1ccc(-c2nnn(CC(=O)N(CC(=O)NCC3CCCO3)c3ccccc3)n2)o1 (stereo not given),3%,2,3,-16,4,0%,3%,-4%,-3%,6%
O=C(O)c1ccccc1C(=O)Nc1cc(C(F)(F)F)ccc1N1CCCC1,1%,16,2,8,-2,9%,-3%,-9%,15%,2%
COc1cc(NC(=O)COC(=O)C2CC2)c(C)cc1[N+](=O)[O-],?,7,-1,1,-10,-1%,2%,7%,7%,5%[46.1 µM]
CC1=NN(c2ccc(S(=O)(=O)O)cc2Cl)C(=O)C1,-1%,-17,-24,-2,-13,2%,?,5%,?,-11%
CCOC(=O)C1CCN(C(=O)c2ccc(Cl)c(NC3=NC4CS(=O)(=O)CC4S3)c2)CC1 (stereo not given),0%,-21,-1,9,-4,/,-5%,13%,-11%,4%
CCCCn1c(CCNC(=O)c2cccs2)nc2ccccc21,4%,11,0,-6,-2,-3%,-9%,5%,-6%,-1%
CCCC1(C(=O)OCC)NC(c2ccco2)C2C(=O)N(C)C(=O)C21 (stereo not given),1%,2,0,-9,0,16%,-2%,-5%,-5%,4%
CC1CCN(S(=O)(=O)c2cccc(C(=O)NCC3CCCO3)c2)CC1 (stereo not given),-4%,13,/,2,-10,-3%,3%,21%,5%,5%
COCCn1cnc2c1c(=O)n(CC(=O)NC(=O)NC(C)(C)C)c(=O)n2Cc1ccccc1,4%,-24,-1,-5,3,3%,-4%,-6%,-9%,-9%
CN(Cc1cc(=O)n2ccsc2n1)c1ccccc1,1%,-5,-2,0,31,/,-2%,4%,-5%,-4%[46.1 µM]
Cc1cc(NS(=O)(=O)c2ccc(NC(=O)CCCC(=O)O)cc2)nc(C)n1,-4%,1,4,-7,11,-1%,1%,-3%,1%,-6%[46.1 µM]
Cc1ccc(S(=O)(=O)CCC(=O)c2cccc([N+](=O)[O-])c2)cc1,?,-1,0,-6,-105*,-1%,13µM*,-8%,?,/
